# MEX-5 binding: C. elegans MEX-5 TCR-2 RNA binding activity; Q9XUB2; MEX-5/FITC-TCR2 RNA binding, fluorescence polarization; stronger effect = lower value; activity score (negative = inhibition of binding), % at 10 µM; 0.38% of 300,000 active; AID 1832;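 active = inhibition past about -25% in most replicates, and total fluorescence under double the plate's negative control median, limit read from the data; inconclusive = replicates evenly split on the limit, or fluorescence at least double controls; inactive = too little inhibition in most replicates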;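 also: 0% = DMSO and -100% = 5 µM competing unlabeled TCR2 RNA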
# Target sequence (Q9XUB2 whole entry, looked up): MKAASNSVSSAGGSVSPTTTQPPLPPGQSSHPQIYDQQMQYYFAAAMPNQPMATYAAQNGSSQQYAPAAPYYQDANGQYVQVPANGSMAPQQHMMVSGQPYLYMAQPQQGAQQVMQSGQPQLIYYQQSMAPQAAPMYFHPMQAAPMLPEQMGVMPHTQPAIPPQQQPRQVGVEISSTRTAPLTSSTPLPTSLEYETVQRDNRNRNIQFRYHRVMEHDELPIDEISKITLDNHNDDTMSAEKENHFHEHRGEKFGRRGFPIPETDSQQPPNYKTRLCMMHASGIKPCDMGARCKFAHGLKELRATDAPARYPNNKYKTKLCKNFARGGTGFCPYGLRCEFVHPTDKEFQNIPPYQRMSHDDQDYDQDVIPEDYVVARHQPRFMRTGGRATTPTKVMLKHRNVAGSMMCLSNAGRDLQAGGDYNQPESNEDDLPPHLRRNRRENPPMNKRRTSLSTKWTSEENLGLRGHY
# VLA-4 inh: inhibition in a human VLA-4 binding assay; P13612; VLA-4 expressing cells, ligand binding flow cytometry; inhibition, % (about 7 µM as worked out from the volumes in the protocol); 0.2% of 330,000 active; in the data active = inhibition above about 50%
# CIT2-GFP yeast: modulators of TOR pathway CIT2-GFP in S. cerevisiae; S. cerevisiae CIT2-GFP strain, flow cytometry, 3 h; 100 means same as DMSO wells; GFP response vs DMSO, % at 10 µM; 0.065% of 320,000 active; AID 2029;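 active = GFP response relative to DMSO above a set limit, near the screen mean plus 3 SD, cut at about 150% in these data; inconclusive = Fewer than 70 cells measured for a yeast strain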;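 also: ratio of well median GFP fluorescence to mean of DMSO wells on the plate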
# Fam108B inh: counter-screen for RBBP9 inhibitors: inhibitors of mouse Fam108B. recombinant Fam108B, FP-Rh probe fluorescence polarization. inhibition, % at 9.51 µM. 0.33% of 300,000 active;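 active = inhibition above the screen mean inhibition plus 3 SD, computed separately per campaign, cut at about 18% in these data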;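 also: inhibitors lower polarization as less probe binds the enzyme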
# MCL1-BIM inh: disrupts human MCL1 binding to BIM-BH3 peptide; Q07820; GST-MCL1 / FITC-Bim-BH3 fluorescence polarization; inhibition, % at 10.9 µM; 0.68% of 320,000 active; AID 2057;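 active = inhibition above the mean inhibition of all tested compounds plus 3 SD, set per campaign, cut at about 40% in these data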;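 also: 0% = DMSO wells and 100% = unlabeled Bim-BH3 peptide control; higher means more loss of mP so more displacement of Bim peptide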
# GRK2 inh: inhibitors of human GRK2 displacing RNA aptamer; P25098; bead flow cytometry, FAM-aptamer displacement from GRK2; inhibition of aptamer binding, % at 10 µM; 0.59% of 330,000 active; AID 488847;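 active = inhibition of aptamer binding above 40%, roughly 3 SD of noise, on plates passing a quality check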;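 also: median bead fluorescence of bound FAM aptamer so fluorescent compounds give negative values; no value below 0 was filed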
# AGP1 TOR yeast: alters AGP1-GFP fluorescence in TOR pathway yeast screen; S. cerevisiae AGP1-GFP multiplex flow cytometry, 3 h; GFP as percent of DMSO wells; GFP response vs DMSO, % at 10 µM; 0.02% of 320,000 active;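 active = GFP response relative to DMSO above a set limit, near screen average plus 3 SD, cut at about 150% in these data; inconclusive = fewer than 70 cells counted for the yeast strain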;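 also: median GFP channel fluorescence of the gated AGP1 strain per well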
# GLD-1 RNA inh: GLD-1-TGE RNA interaction inhibition (C. elegans) | Q17339 | purified GLD-1 + fluorescein TGE RNA, fluorescence polarization | inhibition, % at 5.96 µM | 0.44% of 320,000 active | AID 2280;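 active = percent inhibition above a per-plate cutoff, the plate mean of test compounds plus 3 SD, cut at about 30% in these data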;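 also: 0% = DMSO wells with GLD-1 and probe and 100% = wells lacking GLD-1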
# Target sequence (Q17339 whole entry, looked up): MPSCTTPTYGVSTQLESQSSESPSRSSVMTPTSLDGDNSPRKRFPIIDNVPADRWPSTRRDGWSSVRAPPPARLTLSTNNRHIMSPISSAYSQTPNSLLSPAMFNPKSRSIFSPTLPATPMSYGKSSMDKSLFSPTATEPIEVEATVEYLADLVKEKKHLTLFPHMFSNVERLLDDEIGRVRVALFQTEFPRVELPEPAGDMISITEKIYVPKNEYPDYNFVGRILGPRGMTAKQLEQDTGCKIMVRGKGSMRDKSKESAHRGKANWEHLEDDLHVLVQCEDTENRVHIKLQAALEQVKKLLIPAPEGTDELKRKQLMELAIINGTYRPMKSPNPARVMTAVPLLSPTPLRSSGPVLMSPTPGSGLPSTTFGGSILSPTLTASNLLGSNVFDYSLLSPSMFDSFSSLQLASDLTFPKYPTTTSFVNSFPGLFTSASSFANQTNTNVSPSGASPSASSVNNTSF
# Bcl-xL primary: inhibitors of human Bcl-xL | Q07817 | GST-Bcl-xL / FITC-Bim BH3 peptide fluorescence polarization | inhibition, % at 10.9 µM | 0.7% of 320,000 active;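 active = inhibition above the mean of all tested compounds plus 3 SD, cutoff set per campaign, cut at about 30% in these data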;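 also: 0% = DMSO wells and 100% = unlabeled Bim-BH3 peptide competitor; inhibitors lower millipolarization by displacing the labeled peptide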
# * = called active by the depositor; i = inactive; ? = inconclusive; nt = no result given.
no.	Molecule	MEX-5 binding	VLA-4 inh	CIT2-GFP yeast	Fam108B inh	MCL1-BIM inh	GRK2 inh	AGP1 TOR yeast	GLD-1 RNA inh	Bcl-xL primary
1	N/C(=N\OC(=O)c1cc(-c2ccccc2)nc2ccccc12)c1ccncc1	0.1	-8	100	-1	10	0	86	3	5
2	Cc1nc(/C(=N/O)C(N)=O)cs1	-1.5	1	104	8	5	0	95	6	5
3	Cc1ccc(C)c(C(=O)COc2ccc(C)nc2[N+](=O)[O-])c1	0.8	31	96	2	12	0	98	18	6
4	COc1ccc(OCC(=O)N/N=C/C2CC=CCC2)cc1 (centres undefined)	2.1	-7	103	-1	7	2	99	2	-1
5	CCSc1nnc(NC(=O)Cc2ccc(OC)c(S(=O)(=O)N3CCOCC3)c2)s1	1.4	7	92	-1	-7	0	90	6	-2
6	CCn1c(CC(=O)Nc2ccc(Cl)cc2)nnc1SCC(=O)N1CCOCC1	-1.1	11	109	-2	1	0	104	8	0
7	CCCCn1c(N)c(N(CCOC)C(=O)COc2c(C)cccc2C)c(=O)[nH]c1=O	-0.2	-8	108	0	-7	0	108	4	-3
8	CCOC(=O)c1ccc(NC(=O)CSc2ccc(-c3ccccn3)nn2)cc1	2.3	10	97	2	10	5	95	2	5
9	COC(=O)c1ccc2nc(Nc3nc4c(F)cc(F)cc4s3)sc2c1	-1.9	32	93	-11	0	1	95	0	2
10	O=C(CNC(=S)N(Cc1ccccc1F)C1CCCCC1)NC1CC1	-0.6	-5	101	4	5	0	104	1	6
11	CCCCSc1cc(=O)[nH]c(N)n1	3.1	8	102	4	-2	0	102	0	-1
12	COC(=O)c1ccc(S(=O)(=O)N(C2CCCCC2)C2CCCCC2)n1C	-0.7	-5	101	2	-3	2	99	6	5
13	COC(=O)c1nn(-c2ccccc2)c(Cl)c1/C=N/O	-1.2	14	100	-6	-4	0	85	-5	5
14	CCc1nccn1S(=O)(=O)c1ccc(OC)c(C)c1C	-2.2	9	99	-2	5	0	105	-7	-1
15	COc1ccc(C)cc1S(=O)(=O)N(CC(=O)O)c1ccc(F)cc1	-0.2	14	97	2	5	1	103	-4	5
16	O=C(O)c1ccc(Oc2ccc(C(F)(F)F)cn2)cc1	-1.9	10	102	2	1	0	103	4	0
17	C=CCSc1nc(N)c2c3c(sc2n1)CN(C)CC3	-5.7	-10	94	-2	14	0	96	-5	18
18	O=C(NCC(=O)N1CCN(c2ccccc2)CC1)c1ccc(Cl)cc1	4.3	20	101	0	7	2	98	-4	4
19	Cc1cccc(NC(=O)CCN2CCN(C)CC2)c1	-1.4	-4	98	4	-1	0	101	5	-3
20	O=C(O)C1CSC(c2ccco2)N1 (centres undefined)	-0.7	2	98	2	7	0	97	5	6
21	CSc1ncccc1C(=O)NCC12CC3CC(CC(C3)C1)C2	-2.2	7	101	3	0	0	102	-6	3
22	CC1(C)CC(=O)C2=C(C1)N(c1ncn[nH]1)C(N)=C(C#N)C2c1ccccc1 (centres undefined)	0.5	1	104	1	7	0	105	7	5
23	Cc1nc2cc(C(=O)OCC(=O)NC3CCS(=O)(=O)C3)ccc2n1-c1ccccc1 (centres undefined)	-0.3	-5	106	0	0	0	103	6	3
24	O=C(Cn1ccc(NC(=O)OCc2ccccc2)nc1=O)NCCCN1CCCC1=O	nt	2	84	nt	0	0	89	-3	0
25	Fc1cccc(NC(=S)NC2CCCCCCC2)c1	nt	12	86	nt	nt	0	86	nt	nt
26	O=C(Nc1ccc(Cl)c(Cl)c1)N1CCCCCC1	0.4	-2	92	-2	-1	0	84	2	2
27	O=C(Nc1ccc(Br)cc1)C1CCCC1	2.0	20	103	0	8	0	101	3	-1
28	COc1ccccc1NC(=O)Cc1noc(CSc2cc(C)c3ccccc3n2)n1	1.4	-10	100	-3	3	0	110	3	1
29	COc1cc(/C=C2/SC(=S)N(Cc3ccccc3)C2=O)cc(OC)c1O	3.3	i	119	-55	-105	18	104	-17	-47
30	COc1cc(CCC(=O)OCC(=O)N(CCC#N)c2ccccc2)cc(OC)c1OC	-0.4	-13	105	0	5	2	102	-4	1
31	Cc1cccc(NC(=O)CSc2ccc(-c3cccs3)nn2)c1C	-1.4	-1	84	-2	-4	0	90	-1	3
32	CN1CCc2c(sc3nc(SCC(N)=O)n(-c4ccccc4)c(=O)c23)C1	0.3	-10	103	-2	7	1	101	-28	13
33	CCC(CC)C(=O)Nc1cccc(C(=O)NCCc2ccccc2)c1	1.7	18	92	2	-3	0	100	0	1
34	Cc1ccnc(NS(=O)(=O)c2ccc(NC(=O)c3cncc(Br)c3)cc2)n1	0.3	16	104	0	-4	0	101	0	0
35	CCOC(=O)CCC(=O)Nc1ncnc2c1C(c1ccccc1)c1c(ccc3ccccc13)O2 (centres undefined)	nt	-16	103	nt	nt	4	96	6	nt
36	COc1ccc(CCN2C(=O)CC(Nc3ccc(N4CCOCC4)cc3)C2=O)cc1OC (centres undefined)	-1.7	-3	108	3	22	4	87	-1	8
37	COC(=O)/C=C1/S/C(=N/NC(=O)c2ccccc2C)NC1=O	-7.8	12	96	2	0	4	102	7	4
38	CC(C)CN1CC(C(=O)O)CC1=O (centres undefined)	0.5	1	105	0	10	1	100	1	5
39	Cc1ccc(NC(=O)CCc2ccc(C)o2)c(Br)c1	1.7	-1	100	0	-1	2	102	1	0
40	CC(C)(C)Nc1nc(Nc2ccc([N+](=O)[O-])cc2)nc(NC(C)(C)C)n1	-2.1	9	102	-11	-2	3	89	1	1
41	Cc1cccc(OCC(=O)NCC(=O)N=Nc2c(O)[nH]c3ccc([N+](=O)[O-])cc23)c1	-1.0	4	104	5	6	0	106	-1	5
42	COc1ccccc1CN(Cc1ccco1)S(=O)(=O)c1ccc(-n2cnnn2)c(OC)c1	-0.7	13	91	7	-2	0	95	2	4
43	COCCN(C(=O)Cc1cccs1)C(C(=O)NCc1ccc(OC)cc1)c1ccc(C(C)C)cc1 (centres undefined)	2.1	0	94	0	-1	0	97	-9	6
44	O=C1C2=C(c3ccccc31)[N+](=O)[C@@H]1CCCC[C@@H]1N2[O-]	1.1	-12	110	9	0	0	103	8	3
45	COc1ccccc1N(CC(=O)NCCc1ccccc1)C(=O)CCC(=O)Nc1nccs1	-0.4	-9	89	0	3	5	91	-3	6
46	N#Cc1ncc(-c2ccc3c(c2)OCCOCCOCCOCCOCCO3)nc1C#N	3.2	0	96	5	-4	13	94	1	0
47	O=C(COc1ccc(Cl)cc1)NC1=NN(c2ccccc2)C(=O)C1	-1.3	-2	75	6	15	1	48	3	1
48	COc1cc(C2OC(=O)c3ccccc3S2)cc(OC)c1OC (centres undefined)	0.5	0	95	-2	1	4	105	6	0
49	COc1cccc(CC2(CO)CCN(Cc3cn(C)nc3C)CC2)c1	-0.7	3	92	-1	4	0	96	-1	-3
50	Cc1ccc(NC(=S)NC(=O)C2CCC2)cc1C	-1.6	-8	92	-2	5	0	94	13	4

# Continued.
no.	Molecule	MEX-5 binding	VLA-4 inh	CIT2-GFP yeast	Fam108B inh	MCL1-BIM inh	GRK2 inh	AGP1 TOR yeast	GLD-1 RNA inh	Bcl-xL primary
51	COc1cc(NC(=O)CN2CCN(S(=O)(=O)c3ccc(C(C)C)cc3)CC2)cc(OC)c1	nt	16	101	-2	7	1	104	-1	5
52	CCOc1ccccc1-c1nc(-c2ccc(NC(=O)c3ccc(Br)o3)cc2)no1	-4.2	-3	104	-42	-10	0	98	0	0
53	O=C(O)CN1C(=O)COc2cc(S(=O)(=O)N3CCCC3)ccc21	2.8	5	101	1	-1	1	107	-5	4
54	COc1ccc(Cl)cc1NC(=O)C1CSC(c2ccncc2)=N1 (centres undefined)	0.6	32	92	0	1	0	94	4	-1
55	CC(=O)Nc1ccc(C(=O)/C=C/c2ccco2)cc1	-1.3	-11	92	-9	14	3	92	2	15
56	COc1ccc(C2CC(=O)Oc3c(C(CCN4CCCCC4)c4ccc(N(C)C)cc4)c(OC)cc(OC)c32)cc1 (centres undefined)	-4.4	nt	nt	3	3	nt	nt	-3	2
57	COc1c(CC=C(C)C)cc(C2CC(=O)c3c(O)cc(O)cc3O2)cc1CC=C(C)C (centres undefined)	-3.1	-10	103	-9	1	0	104	5	1
58	NC1=NC(c2ccc(Br)cc2)n2c(nc3ccccc32)N1 (centres undefined)	0.2	18	108	10	7	3	104	-7	7
59	CCOc1ccc(CCNC(=O)COC(=O)Cc2ccc(OC)c(OC)c2)cc1OCC	-1.7	-5	100	0	-3	0	105	1	3
60	CC(=O)Nc1ccc(NC(=O)Cn2cc3c(n2)CCCC3)cc1	-6.6	3	92	5	7	2	nt	-2	2
61	CCC(C)NC(=O)C1CC(=O)N(CCc2ccc(F)cc2)C1 (centres undefined)	-0.3	10	97	-3	-2	3	101	-1	-1
62	C/C(=N\NC(=O)c1cccnc1)c1ccc(C)c([N+](=O)[O-])c1	-3.2	13	121	1	-2	0	126	2	5
63	O=C(CSc1nc2ccccc2n1CC(=O)N1CCCC1)N1CCN(C(=O)c2ccco2)CC1	0.3	-21	114	-6	-4	0	117	-3	2
64	O=C(Cc1c(F)cccc1Cl)N/N=C/c1cccnc1	-1.1	9	85	nt	nt	3	98	nt	nt
65	CCOc1c(Br)cc(/C=C2\C(=O)N(CCC#N)N=C2C)cc1OC	-1.1	19	99	-2	8	0	102	8	-1
66	CCC(C)Sc1ccc(-c2nc3ccc(C)cn3c2NCc2ccccc2)cc1 (centres undefined)	nt	6	97	nt	nt	0	96	9	nt
67	Cc1ccc(NC(=O)CSc2nccn2Cc2ccco2)cc1	-1.4	-21	98	0	4	2	96	-6	0
68	Cn1c(N)c(C(=O)CSc2nnc(C3CC3)n2Cc2ccccc2)c(=O)[nH]c1=O	nt	0	?	nt	-26	15	?	1	-27
69	CC(C)Cn1nc(C(=O)OCC(=O)NCC(F)(F)F)c2ccccc2c1=O	-1.4	1	95	-7	-18	2	99	7	-10
70	CC(C)c1ccc(NC2CCCN(C(=O)CCCn3cncn3)C2)cc1 (centres undefined)	1.6	-6	102	2	5	10	97	-1	5
71	CN=C1S/C(=C\c2cn(CC(=O)OC)c3ccccc23)C(=O)N1C	-28*	-5	98	2	-2	3	101	-17	-2
72	CCOC(=O)C1CCN(C(=O)COC(=O)COc2ccc(Cl)cc2)CC1	2.8	-3	99	-3	-5	1	99	-5	4
73	O=c1ccc(NS(=O)(=O)c2ccccc2Cl)cn1Cc1ccc(Cl)c(Cl)c1	1.7	0	99	2	2	2	95	3	2
74	CCCCN(C)Cc1c(C)[nH]c2c(ccc3ccccc32)c1=O	1.2	8	104	-5	-7	2	107	2	-1
75	CCO[C@@H]1OC(C(=O)O)=C[C@H](C)[C@H]1CCCO	-0.1	-7	95	-2	-1	1	104	-11	-3
76	O=S(=O)(Nc1ccc2c(c1)OCO2)c1cccc(Br)c1	nt	-3	96	nt	-3	3	104	2	6
77	O=S(=O)(c1ccc2nc(N3CCN(c4ccccc4F)CC3)ccc2c1)N1CCCCC1	-4.6	2	93	-1	0	1	92	5	8
78	O=C(O)/C=C/c1nc(-c2ccccc2)n2ccccc12	-3.5	-14	91	6	28	1	95	13	27

# Rows are unselected; 2.2% or so of the library scored in one or more.
